Screening data as filed in PubChem.
UDG counter = blocks uracil-DNA glycosylase in AID counter-screen | AID 1347430 | Potency, µM (doses to about 115 µM), for inactives: at the highest dose activity change, negative = inhibition, usual class: inhibitors | 91,000 compounds, 0.14% hits | FRET deamination/UDG coupled assay, UDG read, 4 h; note: nearly all actives have a fitted effect of over 65% in size
AID inhibitor = activation induced cytidine deaminase inhibition. Q9GZX7. AID deamination FRET fluorescence, UDG-coupled, 4 h. Potency, µM (top dose mostly 115 µM), for the others: at the top dose activity change, negative = inhibition, usual class: inhibitors. 91,000 compounds, 0.32% hits; note: nearly all actives have a fitted effect of over 25% in size
Target sequence (Q9GZX7 whole entry, looked up): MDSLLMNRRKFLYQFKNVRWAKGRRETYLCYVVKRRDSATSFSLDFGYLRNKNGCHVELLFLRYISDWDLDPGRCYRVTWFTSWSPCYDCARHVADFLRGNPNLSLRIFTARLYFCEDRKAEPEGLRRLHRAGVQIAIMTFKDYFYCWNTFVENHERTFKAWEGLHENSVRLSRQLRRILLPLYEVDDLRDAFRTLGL
* hit, by the source's call; ? = inconclusive; [ ] = remark or other dose. Calls come from the whole dose curve; as a rule, active = well fitted curve in the direction sought with a large enough effect; inconclusive = small, poorly fitted or top-dose-only effect, or another doubt; inactive = no such curve, though single readings can be large; an effect the other way counts as inactive or inconclusive. % is set by controls: 0 for no effect and ±100 for the full control effect; potency is the fitted concentration of half-maximal effect.

CC(C)OCCCn1c(=O)c2ccccc2n2c(-c3ccccc3)nnc12
  UDG counter: -5.6%
  AID inhibitor: 21.8%

COc1ccc(NC(=O)N2CCC(N(C)S(C)(=O)=O)CC2)cc1
  UDG counter: -1.6%
  AID inhibitor: 6.4%

Cc1ccc(Cl)cc1NC(=O)C1CCCN(S(=O)(=O)c2c(C)noc2/C=C/N(C)C)C1 (stereo not drawn)
  UDG counter: 0.2%
  AID inhibitor: 6.1%

CCOc1ccc(Nc2cc(C)nc3ccc(Cl)cc23)cc1
  UDG counter: -2.1%
  AID inhibitor: 0.5%

C=C(C)Cn1c(SCC(N)=O)nc2c1c(=O)n(C)c(=O)n2C
  UDG counter: -2.2%
  AID inhibitor: 4.5%

CCCCn1nc(C(=O)Nc2cccc(C(=O)NC3CC3)c2)c2ccccc2c1=O
  UDG counter: -2.4%
  AID inhibitor: 0.9%

NC(=O)c1ccc(Sc2ccc(Cl)cc2)nc1
  UDG counter: 4.9%
  AID inhibitor: 2.6%

Cc1cc2n(n1)CCCN2C(=O)Nc1ccccc1F
  UDG counter: -8.3%
  AID inhibitor: 4.2%

Oc1c(C(c2ccccc2)N2CCC3(CC2)OCCO3)sc2nc(-c3ccco3)nn12 (stereo not drawn)
  UDG counter: 2.1%
  AID inhibitor: 25.7%

CC(C)(C)c1ccc(C(=O)N/C(N)=N/c2nc3ccccc3o2)cc1
  UDG counter: -0.1%
  AID inhibitor: -2.5%

Cc1cccc(NC(=O)C2(c3cccc(Br)c3)CC2)n1
  UDG counter: -16.3%
  AID inhibitor: -14.8%

Cc1ccc(NC(=O)CN2C(=O)c3cccnc3Sc3ccccc32)cc1C
  UDG counter: -3.7%
  AID inhibitor: 5.2%

CCCCS(=O)CCC(=O)O (stereo not drawn)
  UDG counter: -7.7%
  AID inhibitor: 1.5%

COc1cccc(/C=C/C(=O)Oc2ccc(C#N)cc2OC)c1
  UDG counter: -1.6%
  AID inhibitor: 1.3%

Cc1cc2c(cc1S(=O)(=O)CCC(=O)N1CCCC(C)C1)OCC(=O)N2 (stereo not drawn)
  UDG counter: 9.9%
  AID inhibitor: 10.0%

COc1ccc(C2CC2(C#N)C(=O)Nc2ccc(Cl)cc2Cl)cc1 (stereo not drawn)
  UDG counter: -12.9%
  AID inhibitor: -10.7%

CCC(C)NC(=O)CN1C(=O)COc2ccc(S(=O)(=O)N3CCOCC3)cc21 (stereo not drawn)
  UDG counter: -9.2%
  AID inhibitor: -1.2%

Cc1ccccc1S(=O)(=O)Cc1ccc(C(=O)N2CCN(c3cccc(Cl)c3)CC2)o1
  UDG counter: ?
  AID inhibitor: ?

O=C1CSc2ccc(C(=O)OCc3nc(-c4ccccc4)no3)cc2N1
  UDG counter: 5.3%
  AID inhibitor: -0.1%

CN(C)C(CNC(=O)c1cc2ccccc2oc1=O)c1ccc(C(C)(C)C)cc1 (stereo not drawn)
  UDG counter: -13.4%
  AID inhibitor: -2.0%

COC(=O)c1c(Cc2cc(Cl)ccc2Cl)c[nH]c1C
  UDG counter: -8.1%
  AID inhibitor: -18.9%

COc1cc(NC(=O)Cn2c(=O)cc(C)c3c(C)nn(-c4ccc(C)cc4)c32)cc(OC)c1
  UDG counter: -16.8%
  AID inhibitor: 20.1%

O=C(CSc1nnc(-c2ccncc2)n1-c1ccc(Cl)cc1)Nc1ccc2cn[nH]c2c1
  UDG counter: 1.1%
  AID inhibitor: -5.7%

COc1ccc(-c2cn3nc(N4CCCC(C(=O)Nc5cc(C)cc(C)c5)C4)sc3n2)cc1 (stereo not drawn)
  UDG counter: 34.8%[activator]
  AID inhibitor: ?

CCCCN(Cc1cc2cc(OC)ccc2[nH]c1=O)C(=O)c1ccccn1
  UDG counter: -8.9%
  AID inhibitor: 1.2%

FC(F)(F)c1ccccc1N/N=C/c1ccc(Br)cc1
  UDG counter: -13.1%
  AID inhibitor: -6.5%

Cc1c(Cl)cccc1-n1nc(C)c2c(C(=O)NCc3ccccc3)cc(C3CC3)nc21
  UDG counter: 2.5%
  AID inhibitor: -4.5%

CN(C)S(=O)(=O)c1cccc(NC(=O)c2ccc(NS(=O)(=O)c3ccc(F)c(F)c3)cc2)c1
  UDG counter: -4.2%
  AID inhibitor: -5.9%

CC1CN(C(=O)Nc2ccc(C(=O)NCc3cccc(F)c3)cc2)c2ccccc2S1 (stereo not drawn)
  UDG counter: -5.3%
  AID inhibitor: 0.1%

Cc1cc(C(=O)Nc2c(C)nc3ccccn3c2=O)ccc1[N+](=O)[O-]
  UDG counter: -12.5%
  AID inhibitor: 5.1%

C#CCNC(=O)NC(CC)c1ccc(C)cc1 (stereo not drawn)
  UDG counter: -11.2%
  AID inhibitor: -5.1%

COc1ccc(CNC(=O)Cn2c(=O)c3cccn3c3ccccc32)cc1
  UDG counter: 7.4%[57.5 µM]
  AID inhibitor: 20.7%

CCCCc1ccc(Nc2ncnc3c2cnn3-c2ccc(C)cc2)cc1
  UDG counter: 6.5%
  AID inhibitor: -13.9%

O=C(CSc1cn(CC(=O)N2CCOCC2)c2ccccc12)Nc1ccccc1C(F)(F)F
  UDG counter: 0.1%
  AID inhibitor: 15.0%

O=C(O)CCOc1ccc(Br)cc1
  UDG counter: -2.2%
  AID inhibitor: -6.4%

C=CCNc1nc(C(=O)OCC(=O)NCc2ccccc2OC)cs1
  UDG counter: -6.6%
  AID inhibitor: -3.0%

S=C1NC2(CCCCC2)N=C1c1ccc(Cl)c(Cl)c1
  UDG counter: 2.6%
  AID inhibitor: 0.9%

CCONC(=O)C(Cc1ccccc1)NC(=O)OCc1ccccc1 (stereo not drawn)
  UDG counter: -2.4%
  AID inhibitor: -1.2%

CC(C)c1ccc(S(=O)(=O)c2cnc(SCC(=O)Nc3ccc(F)cc3F)nc2N)cc1
  UDG counter: 3.8%
  AID inhibitor: 14.6%

CCCn1c(=O)c2sccc2n2c(CCCC(=O)N3CCN(c4cccc(C)c4C)CC3)nnc12
  UDG counter: 11.1%
  AID inhibitor: -14.8%

COc1ccc(C(=O)Cn2c(=O)c(-c3cc(C)ccc3NC(C)=O)nc3ccccc32)cc1
  UDG counter: ?
  AID inhibitor: 7.6%

COc1cc2c(cc1OC)C(COc1ccc(F)cc1)N(C(=O)c1ccc(S(=O)(=O)N3CCCC3)cc1)CC2 (stereo not drawn)
  UDG counter: -9.3%
  AID inhibitor: 45.1%[activator]

CCC1CCCCN1C(=O)CSc1nc2c([nH]c3ccccc32)c(=O)n1-c1cccc(OC)c1 (stereo not drawn)
  UDG counter: -13.9%
  AID inhibitor: ?

Cc1ccc(-c2nc3cccnc3s2)cc1NC(=O)C(C)C
  UDG counter: 1.8%
  AID inhibitor: -0.4%

C/C(=N/O)c1oc2ccccc2c1C
  UDG counter: -3.3%
  AID inhibitor: -3.3%

CC(C)c1ccc(/C=C(\C#N)C(=O)NC2CC2)cc1
  UDG counter: 2.3%
  AID inhibitor: 0.2%

Cc1ccc(-c2nc3cc(NC(=O)Cc4ccc(Cl)cc4)ccc3o2)cc1
  UDG counter: 8.9%
  AID inhibitor: ?

CC(NC(=O)c1ccccc1)C1CCCO1 (stereo not drawn)
  UDG counter: 4.2%
  AID inhibitor: 6.8%

CC(C)c1ccc(NC(=O)CN2C(=O)COc3ccc(S(=O)(=O)N4CCOCC4)cc32)cc1
  UDG counter: 4.3%[57.5 µM]
  AID inhibitor: 2.3%

CCN(CC)CCNC(=O)C1CCN(c2cc(C)nc3c(-c4ccc(Cl)cc4)c(C)nn23)CC1
  UDG counter: -8.6%
  AID inhibitor: 7.4%

CCOc1ccc(CCNC(=O)c2c(C)oc3ncn(CC(C)C)c(=O)c23)cc1OCC
  UDG counter: ?
  AID inhibitor: -21.3%

COc1cccc(CNC(=O)c2ccc3c(c2)c(C)c(C)n3Cc2ccccc2)c1
  UDG counter: 24.5%
  AID inhibitor: 5.9%

COc1cccc2c1cc1c(=O)n(CC(=O)N3CCN(c4ccc(F)cc4)CC3)nc(C)n12
  UDG counter: -10.8%
  AID inhibitor: 59.6%

O=C(NCc1cccs1)c1nn(-c2ccccc2F)nc1CO
  UDG counter: 8.0%[57.5 µM]
  AID inhibitor: 4.2%

COC(=O)c1ccc(NC(=O)CSc2nc3ccc(OC)cc3[nH]2)cc1
  UDG counter: 4.3%
  AID inhibitor: -13.5%

Cc1cc(C)c2c(-n3cccc3)nn(CC(=O)Nc3ccc(Cl)cc3)c2n1
  UDG counter: 3.3%
  AID inhibitor: -10.4%

COc1ccccc1CNc1ccc(-c2nc(-c3ccccn3)no2)cc1[N+](=O)[O-]
  UDG counter: -28.6%
  AID inhibitor: -2.5%

CC(C)OCCCNC(=O)c1cc(=O)[nH]c2ccccc12
  UDG counter: -10.8%
  AID inhibitor: -3.4%

CCc1ccc(CNC(=O)Cn2c(-c3cccs3)cc3cc(F)ccc32)cc1
  UDG counter: -5.5%
  AID inhibitor: 8.6%

CCc1ccc(S(=O)(=O)Nc2cc3c(C(=O)OCc4ccccc4)c(C)oc3c3ccccc23)cc1
  UDG counter: 0.0%
  AID inhibitor: -2.5%

CSc1cccc(Nc2nc(N)c(C(=O)c3ccc(F)cc3)s2)c1
  UDG counter: ?
  AID inhibitor: -9.9%

COC(=O)c1sc(=S)n(-c2ccc(C)cc2)c1N
  UDG counter: -11.1%
  AID inhibitor: 1.2%

COc1ccc(Cn2c(CO)cnc2SCC(=O)Nc2ccc3c(c2)OCCO3)cc1
  UDG counter: -16.7%
  AID inhibitor: -29.3%

Cc1ccc(C2=NN(S(C)(=O)=O)C(c3ccccc3Cl)C2)cc1 (stereo not drawn)
  UDG counter: -19.0%
  AID inhibitor: -16.8%

COc1cccc(COC(=O)c2ccc3c(c2)NC(=O)CS3)c1
  UDG counter: -9.6%
  AID inhibitor: -0.9%

NC(N)=N/N=C/CCC1CCCCC1
  UDG counter: 0.4%
  AID inhibitor: -7.7%

CC(=O)c1c(C(C)=O)c(C)n(-c2ccc(Br)cc2)c1C
  UDG counter: -9.8%
  AID inhibitor: -2.8%

Cc1cc2oc(C(=O)Nc3cccc(-c4nc5ccccc5o4)c3)c(C)c2cc1C
  UDG counter: -24.2%
  AID inhibitor: 34.4%[activator]

Cc1oc2ncn(CC(C)C)c(=O)c2c1C(=O)N1CCN(c2ccc(F)cc2)CC1
  UDG counter: ?
  AID inhibitor: -26.6%

O=c1c2cnn(-c3ccc(F)cc3)c2ncn1Cc1ccccc1Cl
  UDG counter: 2.1%
  AID inhibitor: 2.4%

CC(=O)c1ccc(NC(=O)C2=Cc3sc4c(c3CS2)CCCC4)cc1
  UDG counter: -5.1%
  AID inhibitor: 39.5%[activator]

Cc1ccc(-n2nc3c(=O)n(CCCC(=O)NC(C)c4ccccc4)nc(C)c3c2C)cc1 (stereo not drawn)
  UDG counter: 1.2%
  AID inhibitor: -11.0%

CCOC(=O)c1sc(NC(=O)C(C)Oc2ccc(OC)cc2)c(C(=O)OCC)c1C (stereo not drawn)
  UDG counter: -4.3%
  AID inhibitor: -11.9%

CCCSCCCNC(=O)C1CCN(C(=O)c2cc3sccc3n2C)CC1
  UDG counter: -28.9%
  AID inhibitor: 6.4%

Cc1cccc(S(=O)(=O)c2cn(C)c3cc(N4CCC(C)CC4)c(F)cc3c2=O)c1
  UDG counter: -2.6%
  AID inhibitor: -10.2%

COc1ccc(NC(=O)c2cnc(N3CCOCC3)c3ccccc23)cc1OC
  UDG counter: 31.5%[activator]
  AID inhibitor: 8.8%

CCc1ccc(-c2nc(SCC(=O)NCC3CCCO3)c(-c3ccc(C)cc3)[nH]2)cc1 (stereo not drawn)
  UDG counter: 8.3%
  AID inhibitor: 1.5%

Cc1ccc(-n2ncc3c(Nc4ccc5c(c4)OCCO5)ncnc32)cc1C
  UDG counter: ?
  AID inhibitor: -12.2%

Cc1c(C(=O)NC(C)c2ccccc2)sc2nc3n(c(=O)c12)CCCC3 (stereo not drawn)
  UDG counter: 2.2%
  AID inhibitor: ?

Cc1cc2oc(=O)cc(CN3CCCCC3C)c2cc1C(C)C (stereo not drawn)
  UDG counter: -15.3%
  AID inhibitor: -17.9%

Cc1cc(C)cc(OC(C)C(=O)Nc2cccc3cccnc23)c1 (stereo not drawn)
  UDG counter: -5.8%
  AID inhibitor: -14.1%

CN(Cc1nc2ccsc2c(=O)[nH]1)C(=O)c1cnn(-c2ccccc2)c1
  UDG counter: 8.3%
  AID inhibitor: -0.1%

N#C/C(=C\c1cc(Br)c(I)o1)c1nc2ccccc2[nH]1
  UDG counter: 8.2%
  AID inhibitor: 64.0%[activator]

CCOc1ccc(NC(=O)COc2ccc(C(C)C)cc2)c2cccnc12
  UDG counter: -3.9%
  AID inhibitor: 8.8%

Cc1oc(-c2nc(C#N)c(NC3CC3)o2)cc1S(=O)(=O)N(C)c1ccccc1
  UDG counter: 0.3%
  AID inhibitor: -0.6%

COc1ccc(N2C(=O)CCS2(=O)=O)cc1S(=O)(=O)N(C)CCc1ccncc1
  UDG counter: -8.1%
  AID inhibitor: -11.8%

CC(C)C(=O)N(Cc1ccccn1)C1CC1
  UDG counter: 6.6%
  AID inhibitor: 5.7%

CCOC(=O)C1=C(C)NC(=O)C1(NC(=O)c1ccc(OC)c(OC)c1)C(F)(F)F (stereo not drawn)
  UDG counter: -5.4%
  AID inhibitor: -0.9%

This is a subset; the hit share may differ from the screen's.
